Screens deposited in PubChem BioAssay by several laboratories.
Ba/F3 V617F tox – lowers viability of Ba/F3 cells expressing EpoR and JAK2V617F; ATP luminescence; inhibition, % at 5.6 µM; actives 1.1% (n = 220,000);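 active = inhibition above the campaign mean plus 3 SD over all tested compounds, cut at about 24% in these data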;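 also: cytokine-independent growth of Ba/F3 cells driven by EpoR plus mutant JAK2; 0% = DMSO-treated cells and 100% = JAK inhibitor I control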
EP2 antag – blocks the human prostaglandin E2 receptor EP2; inhibition, % at 25 µM; C6 glioma cells expressing human EP2, cAMP TR-FRET; cells stimulated with saturating PGE2; AID 1422; P43116; actives 0.52% (n = 260,000);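 active = percent inhibition above 40 after rounding to a whole number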;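 also: rat C6 glioma host cells with rolipram phosphodiesterase inhibitor present; the protocol text gives 20 µM as final concentration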
PPC-1+TRAIL kill – compounds killing PPC-1 cancer cells with TRAIL present (potentiator screen, no TRAIL-free arm). PPC-1 cells + TRAIL, ATPLite viability luminescence. cell killing (% activity), % at 4 µM. actives 0.41% (n = 220,000). AID 1443;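 active = cell killing above 50% in the first pass at 4 µM, then a duplicate retest at 5 µM averaging 50% or more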;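 also: plate controls were cells with TRAIL plus DMSO for no effect and medium-only wells lacking cells for full effect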
BaF3 tox – parental Ba/F3 viability inhibition as JAK2V617F counter-screen. CellTiter-Glo ATP luminescence. inhibition, % at 5.6 µM. actives 1.1% (n = 220,000);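 active = inhibition above a per-campaign cutoff, the mean inhibition of all tested compounds plus 3 SD, cut at about 27% in these data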;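 also: 0% = DMSO wells and 100% = JAK Inhibitor I control wells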
TbHK1 inh – T. brucei hexokinase 1 inhibition. recombinant TbHK1, G6PDH-coupled NADH A340. inhibition, % at 10 µM. actives 0.11% (n = 220,000). AID 1430;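 active = inhibition of 50% or more in the single-dose primary screen; inactive = inhibition below 50%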
p97 inhibitor – inhibitors of human p97 ATPase; inhibition, % at 8 µM; recombinant p97 ATPase, Kinase-Glo ATP luminescence, 3 h; actives 0.42% (n = 220,000); AID 1481; in the data active = inhibition above about 15%;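 also: 0% = DMSO vehicle and 100% = wells lacking enzyme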
Target sequence (P55072 whole entry, looked up): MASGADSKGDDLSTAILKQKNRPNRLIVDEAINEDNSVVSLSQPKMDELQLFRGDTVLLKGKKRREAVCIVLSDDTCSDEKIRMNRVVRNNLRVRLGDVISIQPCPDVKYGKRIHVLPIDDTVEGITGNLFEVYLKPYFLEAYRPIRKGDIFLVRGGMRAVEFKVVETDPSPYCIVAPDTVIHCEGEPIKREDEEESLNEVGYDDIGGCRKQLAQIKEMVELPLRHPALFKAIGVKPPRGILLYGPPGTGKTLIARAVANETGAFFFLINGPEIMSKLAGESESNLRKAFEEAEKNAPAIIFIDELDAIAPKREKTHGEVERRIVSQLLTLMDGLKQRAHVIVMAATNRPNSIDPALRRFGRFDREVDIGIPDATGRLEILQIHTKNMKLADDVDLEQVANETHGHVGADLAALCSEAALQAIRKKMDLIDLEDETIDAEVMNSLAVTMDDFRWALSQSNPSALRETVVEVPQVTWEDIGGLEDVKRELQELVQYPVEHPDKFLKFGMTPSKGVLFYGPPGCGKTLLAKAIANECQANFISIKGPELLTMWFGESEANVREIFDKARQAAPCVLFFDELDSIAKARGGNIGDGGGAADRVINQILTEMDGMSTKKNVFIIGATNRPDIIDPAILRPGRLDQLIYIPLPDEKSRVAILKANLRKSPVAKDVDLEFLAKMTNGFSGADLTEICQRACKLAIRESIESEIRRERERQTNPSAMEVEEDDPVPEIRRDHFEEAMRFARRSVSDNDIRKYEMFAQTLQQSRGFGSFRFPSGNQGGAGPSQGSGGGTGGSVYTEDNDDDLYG
Furin inh – blocks human furin protease activity; P09958; purified furin, fluorogenic substrate cleavage; inhibition, % at 30 µM; actives 0.061% (n = 220,000); in the data active = inhibition above about 25%; also: inactives centre near -15
RBBP9 inhibitor – inhibitors of human serine hydrolase RBBP9; O75884; recombinant RBBP9, FP-Rh probe fluorescence polarization; inhibition, % at 7.94 µM; actives 0.2% (n = 220,000);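 active = inhibition above the campaign mean of all tested compounds plus 3 SD, cut at about 14% in these data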;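 also: plate controls were DMSO wells with RBBP9 for no effect and wells lacking RBBP9 protein for full effect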
Target sequence (O75884 whole entry, looked up): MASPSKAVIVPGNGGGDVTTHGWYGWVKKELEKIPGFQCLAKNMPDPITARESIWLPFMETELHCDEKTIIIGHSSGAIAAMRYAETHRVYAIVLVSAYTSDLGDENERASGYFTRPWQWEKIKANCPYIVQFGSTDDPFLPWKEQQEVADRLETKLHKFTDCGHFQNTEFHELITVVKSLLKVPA
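Test system – recombinant human RBBP9 · Input – RBBP9 2.5 µM in dispensing solution, pre-mixing · Medium – Tris buffer pH 8.0, NaCl, Pluronic · Schedule – preincubation 30 min plus labeling 45 min at 25 °C · Measured by – fluorescence polarization · Measure – % inhibition · Controls – DMSO and no-protein wells · Replicates – one well per compound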
NCF1 inh – blocks human p47phox regulatory protein of NADPH oxidases. actives 0.53% (n = 220,000). AID 1274. p47phox/p22phox peptide binding, fluorescence polarization, 2 h. P14598. inhibition, % at 24.7 µM;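 active = inhibition above about 30%, limit read from the data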;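 also: 0% = p47phox with labelled peptide and 100% = labelled peptide alone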
Active calls of the source: *; nt = not tested or not shown; & = joins results of further samples; [ ] = dose if it differs, or a comment. Not all compounds are listed. The share of hits here may be higher or lower than overall.

molecule	Ba/F3 V617F tox	EP2 antag	PPC-1+TRAIL kill	BaF3 tox	TbHK1 inh	p97 inhibitor	Furin inh	RBBP9 inhibitor	NCF1 inh
Cc1c(S(=O)(=O)N2CCN(c3ccccc3)CC2)c(=O)n(C)c(=O)n1C	3.1	5.9	11.0	-6.7	-10.2	1.9	-14.9	6.6	-1.9
Cn1cccc1C(=O)C(=O)Nc1ccc(F)c(F)c1	3.9	2.3	16.6	7.9	-15.2	-0.2	-29.5	0.1	4.1
Cc1nn(C)c(C(=O)NNC(=S)NCC(C)C)c1Cl	1.9	12.8	21.1	4.2	-8.8	-4.2	-20.4	-9.1	1.4
COc1ccc(N(CCC(=O)O)S(=O)(=O)c2ccc(C)cc2C)cc1	1.9	3.8	-11.6	4.6	-6.3	1.2	-27.1	1.9	-2.1
CC(=O)Nc1ccc2c(c1)nc(CCN1CCC(C)CC1)n2C	0.2	2.5	18.1	4.9	0.8	3.0	-17.6[20 µM]	-6.2	-3.6
CCOC(=O)c1cc2sc(C)cc2n1C(C)C(=O)OCC (stereo not given)	-6.5	6.5	8.5	-0.3	-6.4	1.6	10.8[20 µM]	-2.1	1.6
O=C(c1noc2c1CCc1ccccc1-2)N1CCOCC1	5.0	1.9	15.0	11.4	-0.6	-3.3	-14.1[20 µM]	-3.4	-9.3
Cn1c(SCC(=O)c2ccc(F)cc2)nnc1-c1ccccc1N	-3.1	8.8	24.1	3.1	-1.0	6.0	-22.1	-0.6	-1.4
CC(C)(C)NC(=O)NCc1cccnc1	-3.4	3.8	7.3	1.9	-8.0	7.8	-26.6	10.1	17.0
C/C(Cn1nnc2ccccc21)=N\NC(=O)c1cccc(Br)c1	0.9	3.3	-6.6	6.4	0.1	3.8	-27.7	5.4	-0.8
C[N+]12CCCCC1[C@@H](CO)CCC2 (stereo not given in full)	6.9	7.8	5.1	-1.3	2.6	-1.6	-8.0	1.7	-2.6
Cc1nc2nc(COc3ccccc3)[nH]n2c(=O)c1Cc1ccccc1	1.7	5.5	-23.2	4.3	0.6	-5.1	-14.5[20 µM]	-8.2	-0.7
C=C(C)CN1CCN(c2c(CCC#N)c(C)c(C#N)c3nc4ccccc4n23)CC1	-0.8	5.5	6.6	1.6	-3.8	2.6	-25.4	-4.3	-6.1
CCOc1ccccc1-n1c(N)c(C(N)=O)sc1=S	2.7	3.9	18.2	10.4	-28.2	1.4	-26.2[20 µM]	-0.9	1.6
COC(=O)c1ccc(CC(=O)c2c(C)cc(O)cc2O)o1	-1.7	5.9	7.3	0.7	-12.5	5.5	-2.6	3.5	1.2
CS(=O)(=O)CCC(C(=O)OCc1ccc(Cl)cc1)N1C(=O)c2ccccc2C1=O (stereo not given)	-5.2	2.7	12.6	1.6	3.9	2.5	-26.8	-3.6	1.2
O=C(N/N=C/c1ccccc1[N+](=O)[O-])c1cccs1	1.9	6.4	26.6	2.0	-24.9	-0.6	-12.6	-10.8	-1.4
COC(=O)c1c(N)sc2c1CCN(c1ncc(C(F)(F)F)cc1Cl)C2	1.8	5.1	-1.9	2.9	-12.6	4.0	-2.3[20 µM]	0.9	-37.1
COc1cc(Br)cc(-c2nc3c(c(=O)[nH]c(=O)n3Cc3ccccc3)n2C)c1O	-3.4	8.2	-21.3	4.4	-0.6	4.3	-23.3	-9.0	-0.2
Cc1ccc(NC(=S)Nc2nc(CC(=O)Nc3ccccc3)cs2)cc1	-0.5	5.1	19.7	5.6	-10.4	1.0	-22.2[20 µM]	-17.4	-11.8
O=C(NCc1ccc(F)cc1)c1noc2c1CCCC2	4.3	1.1	9.7	6.0	0.6	-3.9	-11.5	-6.9	-13.4
Cc1ccc(COc2coc(CO)cc2=O)cc1	-1.7	6.3	4.5	2.8	-1.6	-2.5	-30.3[20 µM]	-5.2	4.8
COc1ccc2cc(C(c3nnnn3C3CCCCC3)N3CCCCCC3)c3nnnn3c2c1 (stereo not given)	-4.4	nt	nt	1.4	-3.4	4.5	19.6[20 µM]	9.0	nt
O=C(COc1ncnc2ccccc12)NC1CCS(=O)(=O)C1 (stereo not given)	-4.5	11.7	15.8	1.2	-4.9	7.5	-16.6	2.0	-37.1
O=C(CNC(=O)c1ccc(N2C(=O)c3ccccc3C2=O)cc1)OCC(=O)c1cccc2ccccc12	-4.3	4.0	37.2	1.4	23.4	9.6	-14.3	5.5	-1.3
O=C(C(c1ccccc1)N1CCOCC1)N1CCOCC1 (stereo not given)	1.9	15.5	23.9	3.2	-1.1	-3.4	-8.9[20 µM]	-10.2	-1.0
COc1ccc(C(=O)NCc2ccc3c(c2)cc(C)n3C)cc1OC	-2.2	10.3	13.4	2.7	1.4	4.2	-25.7	-9.0	-13.6
Cc1ccc(SC(CC(=O)c2ccc(C(C)(C)C)cc2)C(=O)O)cc1 (stereo not given)	13.0	5.7	21.4	6.5	-1.7	3.0	-15.2	-2.7	-16.6
O=S(=O)(c1cccc2nsnc12)N1CCN(c2ccc(F)cc2)CC1	-3.6	1.4	0.0	-0.1	-0.1	1.9	-4.6	-6.0	-4.3
CSc1cccc(NC(=O)CCCOc2ccc(Cl)cc2C)c1	2.4	5.8	37.7	6.5	-4.0	-4.1	-17.9	-28.1	-27.6

Brought forward from above: two entries; new compounds follow.
molecule	Ba/F3 V617F tox	EP2 antag	PPC-1+TRAIL kill	BaF3 tox	TbHK1 inh	p97 inhibitor	Furin inh	RBBP9 inhibitor	NCF1 inh
O=S(=O)(c1cccc2nsnc12)N1CCN(c2ccc(F)cc2)CC1	-3.6	1.4	0.0	-0.1	-0.1	1.9	-4.6	-6.0	-4.3
CSc1cccc(NC(=O)CCCOc2ccc(Cl)cc2C)c1	2.4	5.8	37.7	6.5	-4.0	-4.1	-17.9	-28.1	-27.6
O=C(Oc1ccc(-c2cnc3ccccc3n2)cc1)c1ccco1	3.8	9.4	5.4	15.0	-4.0	-3.5	-28.8	-4.6	6.9
COc1ccc(OC)c(-c2c(=O)n(OCc3ccccc3Br)c3ccccc3[n+]2[O-])c1	-1.1	6.5	5.9	4.3	-3.8	5.7	-23.6	0.7	-8.8
O=c1cc(-c2c(O)c3ccccc3n(Cc3ccccc3)c2=O)[nH][nH]1	-0.1	7.9	15.2	1.9	-0.2	5.0	-17.4	-0.3	2.6
Cc1cccc(C)c1OCc1nc2ccccc2c(=O)n1/N=C/c1ccc(OCC(=O)O)cc1	-1.9	1.4	7.7	2.7	-10.1	5.1	-18.5	3.4	-4.5
O=C(COC(=O)CNC(=O)c1ccccc1)Nc1ccc(S(=O)(=O)N2CCCC2)cc1	3.2	4.8	1.5	4.7	4.9	-1.8	-14.1	-9.2	9.8
Cc1ccc(C)c(NC(=O)C2CCCN2C(=O)OC(C)(C)C)c1 (stereo not given)	-2.1	16.3&28.9	7.4	0.5	4.3	2.6	-24.7	-6.4	-11.0
Cc1cc(C)nc(SC2CCOC2=O)n1 (stereo not given)	-0.6	10.2	2.6	4.2	4.7	1.4	-14.3[20 µM]	-7.6	-3.6
COCCOC(=O)C1=C(C)NC(C)=C(C(=O)OCCOC)C1/C=C/c1ccccc1OC	-0.4	9.3	10.4	3.1	-9.9	-5.5	-9.4	-9.8	-6.8
COc1ccc(CNc2nc(-c3cccnc3)nn2C(=O)c2ccco2)cc1	0.1	18.8	31.1	5.9	-9.5	-2.0	-21.1[20 µM]	-11.6	-2.6
Cc1ccccc1-n1ncc(C(C)NC(=O)c2ccccc2)c1C (stereo not given)	0.8	5.5	13.4	1.0	-2.6	0.4	-10.7	-6.4	-3.4
CC(c1ccco1)N(C(=O)c1ccccc1NS(=O)(=O)c1ccc(Cl)cc1)c1ccccn1 (stereo not given)	0.7	6.8	32.4	7.2	-5.1	-2.3	-12.4	-2.7	-13.3
Cc1cc(=O)[nH]c2n[nH]c(-c3ccccc3)c12	-0.2	18.5&11.8	-8.3	2.7	5.6	3.6	-26.4	-11.9	-4.0
O=C(NNC(=O)C1CCN(c2ncccn2)CC1)c1ccncc1	-1.0	11.7	10.0	4.8	-3.5	6.8	-18.9	0.4	-1.2
COc1cc(C(=O)OCC(=O)Nc2cc(C)on2)cc(OC)c1OC	2.5	9.5	-1.8	0.5	-3.8	-5.4	-19.2[20 µM]	3.7	7.1
COc1ccc(C(=O)/C=C/C(=O)N(CC(=O)NCCC(C)C)Cc2cccs2)c(O)c1	1.9	13.5	25.5	3.3	3.9	-1.1	11.9	-4.5	-3.7
Cc1cc(N2CCOCC2)nc2ccccc12	-1.9	-3.6	-7.8	2.7	-9.3	3.1	-11.9[20 µM]	-4.2	-8.7
NC1=NC(=O)C2(COC(c3ccccc3Cl)OC2)S1 (stereo not given)	-4.5	5.4	0.8	2.4	3.4	-0.2	-16.9[20 µM]	-9.0	-3.1
COc1cccc(N(C(=O)c2nc3nccc(C)n3n2)c2nc3ccccc3s2)c1	1.8	9.5	24.7	5.6	-4.5	5.4	-8.8	-7.1	-8.6
Cc1oc2cc([N+](=O)[O-])c(O)c([N+](=O)[O-])c2c1C(=O)c1ccc(Cl)cc1	-1.4	4.5	-19.2	4.4	18.6	-0.1	-20.8	3.6	4.9
CN1CCN(NC(=O)C2CC2)CC1	4.7	1.5	6.1	5.7	-5.2	-3.1	-10.4	-12.2	-4.4
COc1ccc(C(=O)NCCc2cn3ccc(C)cc3n2)cc1	1.9	7.5	15.0	6.5	0.7	-2.3	-22.1	-2.0	-6.8
Cc1cc(C)nc(SCc2nnc(SCC(=O)Nc3ncc(C)s3)n2Cc2ccco2)n1	-1.5	3.9	15.5	3.5	2.5	-1.1	-15.0[20 µM]	-5.8	-6.5
O=C(c1cccs1)c1no[n+]([O-])c1C(=O)c1cccs1	4.8	129.6*	13.1	1.3	2.7	-3.1	-9.5	-7.6	-6.3
CCC(=O)NC(=S)NNC(=O)c1ccc(O)cc1	-2.2	3.4	nt	8.0	-5.2	4.3	-23.1	-7.1	-14.8
Cc1ccc2c(c1)-c1c(cnn1CC(=O)NC(C)CCc1ccco1)CO2 (stereo not given)	-2.9	9.1	2.1	2.6	-2.7	4.1	-11.1	-7.1	-25.3
Cn1c(N2CCN(S(=O)(=O)c3ccc(Cl)cc3)CC2)nc2ccccc21	-5.3	12.3	2.1	2.4	-2.2	4.1	-16.4	-1.0	3.7
O=C(C1CCC(Cn2c(=O)[nH]c3ccccc3c2=O)CC1)N1CCN(c2ccccc2)CC1 (stereo not given)	3.2	8.2	-4.7	8.2	8.6	3.8	7.1	-1.7	2.3
CCc1cccc(CC)c1NC(=S)Nc1ccc2cn[nH]c2c1	1.0	2.7	15.8	-3.4	-5.2	6.3	-26.7	2.0	-22.7
O=C(Nc1cccc2nsnc12)C1CC(=O)N(c2ccccc2)C1 (stereo not given)	-3.0	10.2	25.7	0.2	-7.6	3.0	-20.2	1.1	-15.2
CCn1ccnc1CN1CCCC(CO)(Cc2cccc(OC)c2)C1 (stereo not given)	2.8	4.8	17.0	1.5	3.9	-2.7	-16.6	-9.7	0.6
C/C(=N\NS(C)(=O)=O)c1ccccc1	2.3	3.4	2.2	6.1	-2.7	1.4	-22.2[20 µM]	-1.4	-7.1
